# Screens deposited in PubChem by NCI.
# All columns: NCI-60 one-dose screen, growth in % after 48 h at 10 µM unless noted; 100 = growth as untreated, 0 = no growth, -100 = all killed.
# SK-MEL-5 – SK-MEL-5 melanoma; 80,000 compounds, 6.4% hits
# UACC-257 – UACC-257 melanoma | 78,000 compounds, 4.4% hits
# HOP-92 – HOP-92 NSCLC cells. 71,000 compounds, 6.3% hits
# M14 – M14 melanoma. 80,000 compounds, 6.2% hits
# UACC-62 – UACC-62 melanoma; 81,000 compounds, 5.4% hits
# A549/ATCC – A549/ATCC NSCLC. 81,000 compounds, 3.7% hits. AID 1794740
# EKVX – EKVX NSCLC; 71,000 compounds, 3% hits
# SK-MEL-28 – SK-MEL-28 melanoma | AID 1794761 | 81,000 compounds, 4.1% hits
# * = called active by the depositor; nt = not tested or not shown; [ ] = another dose, or the depositor's remark. How the source made its calls: active means growth percent below 10; inactive means the rest.
SMILES,SK-MEL-5,UACC-257,HOP-92,M14,UACC-62,A549/ATCC,EKVX,SK-MEL-28
Cc1nc2ccccc2nc1NNC(=O)Nc1cccc(Cl)c1,84,95,58,109,88,93,76,91
CC(COc1ccccc1)OC(=O)Nc1ccccc1 (stereo not drawn),100,101,nt,105,82,99,84,106
COc1ccc(C(=O)/C=C/c2ccccc2Cl)cc1,94,99,73,85,88,89,91,101
Cc1ccc(C(CC(=O)O)CC(=O)O)c(O)c1,102,nt,102,111,101,nt,nt,104
COc1cc(C(=O)/C=C/c2c(-c3ccc(Cl)cc3)nc3sc(C)nn23)cc(OC)c1OC,70,92,nt,78,nt,57,nt,102
O=C(O)/C=C/c1ccc([N+](=O)[O-])cc1Cl,98,72,nt,113,101,95,nt,115
O=C(NCCCl)Nc1ncccc1OCc1ccc(Cl)cc1,95,114,91,104,82,109,96,97
COc1ccc(-c2c(NC(C)=O)noc2-c2cc(OC)c3c(c2)OCO3)cc1,95,103,108,112,99,88,nt,104
CCc1sc(N)nc1-c1ccccc1,98,107,60,105,106,110,113,107
CC(=O)CN1C(=O)c2ccccc2C1=O,110,110,110,90,110,98,99,109
Cc1nn(-c2ccc(-c3ccccc3)cc2)c2ncnc(N)c12,92,101,70,93,89,90,78,115
O=C(NO)c1ccc(NC(=O)c2nc(-c3ccccc3)n(-c3ccccc3)n2)cc1,88,nt,nt,87,54,85,91,108
CCOC(=O)C(=O)C(=O)CC(=O)CC(C)C,109,105,nt,107,101,103,124,119
NC(=O)c1ccccc1NC(=O)c1ccccc1Cl,106,89,nt,112,97,98,103,112
CC12C=CC(C)(C3C(=O)NC(=O)C31)C1C3C(=O)NC(=O)C3C12 (stereo not drawn),101,nt,77,101,101,98,nt,109
C=C(C)C1CC[C@]2(C(=O)NCCCCN)CC[C@]3(C)C(=CC[C@@H]4[C@@]5(C)C[C@@H](CC#CC#CC[C@@H]6C[C@]7(C)[C@H]8CC=C9[C@H]%10C(C(=C)C)CC[C@]%10(C(=O)NCCCCN)CC[C@@]9(C)[C@]8(C)CC[C@H]7C(C)(C)[C@H]6OC(C)=O)[C@H](OC(C)=O)C(C)(C)[C@@H]5CC[C@]43C)[C@@H]12 (stereo partly drawn),102,114,80,99,101,100,102,117
O=C(Nc1ccccc1)N1CCN(c2cc(-c3cn(-c4ccccc4)nc3-c3cccc(O)c3)ccn2)CC1,40,97,nt,69,50,54,77,73
COc1ccc(/C=C2\SC(=O)NC2=S)c(C(=O)O)c1OC,97,99,93,101,98,100,95,106
Cc1ccc(S(=O)(=O)Nn2c(C)c(C)cc(-c3nc4ccccc4s3)c2=O)cc1,96,91,86,99,86,96,87,99
Cc1ccc(N2CCN(CCOCCC#N)CC2)cc1,106,99,72,97,102,105,nt,111
Cn1c(=O)c2[nH]c(NC(N)=S)nc2n(C)c1=O,91,102,nt,98,103,100,101,105
COc1ccc2c(c1)c(-c1nn3cc(-c4cccnc4)nc3s1)cn2C,73,120,30,101,89,97,92,99
O=[N+]([O-])c1ccc2c(c1)-c1ccccc1C2O (stereo not drawn),nt,104,nt,111,100,101,103,101
COc1cccc(C(=O)Cn2cc(/C=C(\C#N)S(=O)(=O)c3ccccc3)c3ccccc32)c1,92,90,69,87,88,93,114,112
CCOC(=O)COc1ccc(C=O)cc1,105,nt,100,99,107,nt,nt,100
# (cont.)
SMILES,SK-MEL-5,UACC-257,HOP-92,M14,UACC-62,A549/ATCC,EKVX,SK-MEL-28
CNCc1ccc([N+](=O)[O-])cc1,104,89,72,101,93,88,95,96
O=C(CCn1cc[n+](CC(=O)c2ccc(F)cc2F)c1)Nc1cccc2cccnc12,98,93,nt,100,94,96,95,102
Cc1ccc(S(=O)(=O)Nc2ccccc2C(N)=O)cc1,98,116,94,99,105,110,nt,104
Cc1ccc(/C=C/C2=NN(c3ccc(-c4ccc(Cl)cc4)nn3)C(c3ccc(C)s3)C2)s1 (stereo not drawn),98,117,61,91,86,106,87,100
Cc1ccc2nc3ccccc3c(NCc3ccccc3)c2c1,59,57,-6.7*,46,56,40,50,78
O=c1c2cc(-c3ccc(F)cc3F)ccc2n(O)c(=O)n1-c1cccc(C(F)(F)F)c1,-60*,-8.3*,-30*,18,-0.4*,6.7*,4.5*,27
OCCN(CCO)c1ccc(OCc2ccccc2)cc1,103,117,67,98,97,111,96,102
COc1cc(C)cc2oc3oc(=N)c(-c4csc(-c5cc6ccccc6o5)n4)cc3c(=O)c12,99,105,125,102,96,98,102,100
CCN(CC)CC(=O)Nc1c(C)cccc1C,93,108,104,100,105,104,85,110
Cc1sc2nc(CN(C)C(C)c3cccs3)nc(N)c2c1C (stereo not drawn),82,107,54,77,74,82,108,105
O=C(Nc1ccc(Cl)c(C(F)(F)F)c1)c1ccc(Nc2ccc(Cl)nn2)cc1,60,75,83,57,52,44,56,73
Cn1c2c(c(=O)n(C)c1=O)CN(Cc1ccccc1)CN2,101,nt,79,131,101,100,nt,113
CCOP(=O)(OCC)C(NC(=O)CNC(=O)c1ccccc1C(=O)O)C(=O)N1CCCCC1 (stereo not drawn),101,96,104,104,96,101,95,107
NS(=O)(=O)Oc1ccc(CNC(=O)C23CC4CC(CC(C4)C2)C3)cc1,100,105,88,98,93,101,97,106
C=C(C)[C@@H]1CC[C@]2(C(=O)NCCCCCCN(CCCN)CCCN)CC[C@]3(C)[C@H](CC[C@@H]4[C@@]5(C)CC[C@H](OCCCN)C(C)(C)[C@@H]5CC[C@]43C)[C@@H]12,86[100 µM],88[100 µM],76[100 µM],106[100 µM],120[100 µM],46[100 µM],141[100 µM],101[100 µM]
O=CC(=O)c1ccccc1,112,94,117,101,95,96,104,105
Fc1ccccc1Nc1n[nH]c(=S)s1,101,103,100,109,95,101,136,102
C/C(=N\Nc1nnc(/C=C\c2ccco2)c(=O)[nH]1)C(=O)O,103,94,88,101,103,105,90,108
O=C(NCCCCO)c1cncnc1Nc1ccc2c(ccn2Cc2cccc(F)c2)c1,95,97,92,90,80,84,85,100
COc1nnc2c3ccccc3n(Cc3ccccc3)c2n1,nt,124,nt,105,106,105,nt,127
COc1ccc(-c2nc(/C=C3\C(=O)Nc4ccccc43)c3ccccn23)cc1,64,84,86,75,83,76,114,80
NC(=O)C1=C(N=C2CCCCC2)CCCC1,109,105,89,105,105,105,100,111
COc1cccc(COc2ccc(/C=C3/C(=O)Nc4cc(Cl)ccc43)cc2)c1,93,104,80,104,87,92,88,102
NCCN1CCN(c2nc(-c3ccccc3)nc3nc(-c4ccccc4)oc23)CC1,79,93,59,nt,101,-64*,2.0*,-85*
C=C(CN1CCc2c([nH]c3ccccc23)C1)c1ccc(C(=O)Nc2ccon2)cc1,88,97,32,96,80,nt,80,98

# 15 entries already listed, ordered by molar mass, lowest first.
SMILES,SK-MEL-5,UACC-257,HOP-92,M14,UACC-62,A549/ATCC,EKVX,SK-MEL-28
O=CC(=O)c1ccccc1,112,94,117,101,95,96,104,105
NC(=O)C1=C(N=C2CCCCC2)CCCC1,109,105,89,105,105,105,100,111
Fc1ccccc1Nc1n[nH]c(=S)s1,101,103,100,109,95,101,136,102
CCN(CC)CC(=O)Nc1c(C)cccc1C,93,108,104,100,105,104,85,110
OCCN(CCO)c1ccc(OCc2ccccc2)cc1,103,117,67,98,97,111,96,102
C/C(=N\Nc1nnc(/C=C\c2ccco2)c(=O)[nH]1)C(=O)O,103,94,88,101,103,105,90,108
COc1nnc2c3ccccc3n(Cc3ccccc3)c2n1,nt,124,nt,105,106,105,nt,127
Cc1ccc2nc3ccccc3c(NCc3ccccc3)c2c1,59,57,-6.7*,46,56,40,50,78
COc1cccc(COc2ccc(/C=C3/C(=O)Nc4cc(Cl)ccc43)cc2)c1,93,104,80,104,87,92,88,102
NCCN1CCN(c2nc(-c3ccccc3)nc3nc(-c4ccccc4)oc23)CC1,79,93,59,nt,101,-64*,2.0*,-85*
O=C(CCn1cc[n+](CC(=O)c2ccc(F)cc2F)c1)Nc1cccc2cccnc12,98,93,nt,100,94,96,95,102
O=C(Nc1ccc(Cl)c(C(F)(F)F)c1)c1ccc(Nc2ccc(Cl)nn2)cc1,60,75,83,57,52,44,56,73
O=c1c2cc(-c3ccc(F)cc3F)ccc2n(O)c(=O)n1-c1cccc(C(F)(F)F)c1,-60*,-8.3*,-30*,18,-0.4*,6.7*,4.5*,27
Cc1ccc(/C=C/C2=NN(c3ccc(-c4ccc(Cl)cc4)nn3)C(c3ccc(C)s3)C2)s1 (stereo not drawn),98,117,61,91,86,106,87,100
CCOP(=O)(OCC)C(NC(=O)CNC(=O)c1ccccc1C(=O)O)C(=O)N1CCCCC1 (stereo not drawn),101,96,104,104,96,101,95,107

# An excerpt from above with just SK-MEL-28 and HOP-92:
molecule,SK-MEL-28,HOP-92
O=C(NCCCCO)c1cncnc1Nc1ccc2c(ccn2Cc2cccc(F)c2)c1,100,92
COc1nnc2c3ccccc3n(Cc3ccccc3)c2n1,127,nt
COc1ccc(-c2nc(/C=C3\C(=O)Nc4ccccc43)c3ccccn23)cc1,80,86

# Later entries
SMILES,SK-MEL-5,UACC-257,HOP-92,M14,UACC-62,A549/ATCC,EKVX,SK-MEL-28
CCOC(=O)c1ccc2c(c1)nc(NC(=O)c1ccncc1)n2CCCOC(C)C,16,102,81,60,93,73,75,80
CCOC(/C=C/c1ccccc1)OCC,105,99,86,96,80,97,108,114
CCCCC(=CC(C)(C)C)CCCC,89,101,100,102,104,105,108,106
CCCCCCCCCCCCCCCCCCCCCCO,101,105,89,107,97,101,114,109
Cc1cc(Cl)nc(N(CCNc2ccnc3cc(Cl)ccc23)Cc2ccccn2)n1,41,68,38,62,66,63,61,62
COc1cccc(/C=N/NC(N)=O)c1OC,105,103,102,109,109,99,89,112
O=c1c2cccc(F)c2sc2c(NCCCNCCO)nc3ccccc3c12,72,86,15,-58*,60,27,55,64
O=C(CSc1nc2ccccc2c(=O)n1-c1ccccc1)c1cc2ccccc2oc1=O,105,107,88,98,97,97,106,113
COc1ccc(Nc2nnc(-c3ccc(OC)c(OC)c3)o2)cc1,89,102,66,100,90,84,90,106
CCC(C(=O)C(C)CN(C)C)(c1ccccc1)c1ccccc1 (stereo not drawn),97,94,70,106,97,89,96,96
CCCCCCCCCCCOC(=O)c1ccc(Cl)cc1,106,nt,84,99,97,87,95,103
COc1cc(OC)cc(C(=O)Cl)c1,96,100,nt,99,102,104,nt,107
O=[N+]([O-])c1ccc(-c2ccc(Br)cc2)cc1,97,94,92,102,88,89,51,111
O=C(Nc1ncc(Cc2ccccc2)s1)C1CCCCC1,100,98,107,112,78,97,99,104
Cc1ccc(C(SCC(N)C(=O)O)(c2ccccc2)c2ccc(C)cc2)cc1 (stereo not drawn),17,nt,-10*,-34*,14,-3.0*,43,30
CCN(CC)CCOc1ccc(-c2nc3cc(Cl)ccc3s2)cc1,-38*,-36*,19,-75*,-87*,-1.0*,57,-80*
CCCCCCCNCCCCCC,98,98,72,101,93,100,94,104
O=c1[nH]c2ccccc2c(-c2ccccc2)c1O,93,101,85,95,nt,103,92,115
CC(=O)[C@H]1CC[C@H]2[C@@H]3CC[C@H]4CC(=O)CC[C@@H]4[C@H]3CC[C@]12C,94,91,74,100,92,86,nt,91
CC1(C)CC[C@]2(C(=O)O)CC[C@]3(C)C(=CC[C@@H]4[C@@]5(C)C/C(=C/c6ccccn6)C(=O)C(C)(C)[C@@H]5CC[C@]43C)[C@@H]2C1,79,99,98,94,73,47,89,88
COc1ccc2c(c1)c(CC(=O)NCCOCCOCC(=O)Nc1ccc(OC)c(C(N)=O)c1O)c(C)n2C(=O)c1ccc(Cl)cc1,97,113,91,98,99,86,94,119
CC(O)C1Cc2ccccc2C(=O)O1 (stereo not drawn),107,113,141,105,108,112,110,115
CCn1c2ccccc2c2cc(Nc3ccc(O)cc3)ccc21,90,nt,99,94,94,95,72,112
CC(C)(Br)C(=O)Nc1ccccc1,105,103,98,nt,102,99,96,104
